Screens as filed in PubChem BioAssay.
cardiac RTF act – increases calcium sensitivity of human cardiac regulated thin filaments; P19429+P45379; IANBD-labeled TnC RTF fluorescence at EC20 calcium; 0% EC20 calcium, 100% full calcium; activation, % at 7.2 µM; 340,000 compounds, 0.24% hits;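 active = activation above the mean over all tested compounds plus 3 SD, cut at about 30% in these data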;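 also: rise in fluorescence read as greater calcium sensitivity of cardiac thin filaments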
SR-BI DiI-HDL act – SR-BI HDL lipid transfer activation; CHO ldlA[mSR-BI] cells, DiI-HDL uptake fluorescence, 3 h; 100 = double the neutral-control signal; activation, % at 12.5 µM; 320,000 compounds, 0.096% hits; AID 504775;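 active = mean replicate activation of at least 60% and every replicate at or above 60%; inconclusive = mean or all-replicate condition met, but not both; inactive = mean below 60% and not all replicates reaching 60%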;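 also: 0% = median plate neutral-control signal and 100% = twice that signal; values of inactives mirror those of a sister screen read the other way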
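Material – SR-BI-overexpressing, LDLR-lacking CHO cells · Medium – BSA-supplemented, HEPES-buffered Ham's F12, pH 7.4 · Doses – single concentration · Times – compound with DiI-HDL co-incubation, 3 h at 37 °C · Measured by – bottom-read fluorescence, 550/595 nm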
PvdQ inh – blocks Pseudomonas aeruginosa PvdQ acylase activity; purified PvdQ acylase, fluorescence plate reader; 340,000 compounds, 0.063% hits; AID 488965; inhibition, % at 10 µM; in the data active = inhibition above about 30%, passing the limit was not always enough; inconclusive = no clear call, values can overlap the other calls;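 also: 0% = vehicle neutral wells and 100% = reference inhibitor wells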
MITF act – MITF TRPM1 promoter activation in melanoma cells. SK-MEL-5 TRPM1-promoter luciferase, 24 h; % of positive control, neutral wells = 0. activation, % at 12.5 µM. 300,000 compounds, 0.75% hits;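 active = mean activation of at least 80% with every replicate also reaching 80%; inconclusive = mean reaches 80% but some replicate falls short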;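 also: 0% = neutral control wells and 100% = parthenolide positive control wells; values of inactives mirror those of a sister screen read the other way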
CDK5 inh – CDK5/p35 (human) kinase inhibition; AID 488839; Q00535+Q15078; inhibition, % at 10 µM; 330,000 compounds, 0.01% hits; Recombinant CDK5/p35, ADP-Glo luminescence, 60 min;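 active = highest replicate inhibition of at least 50% and at least 75% of replicates reaching 50%; inconclusive = only one of the two criteria met; inactive = both criteria failed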;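 also: plate controls were DMSO neutral control for no effect and GW8510 at 10 µM for full effect; many of its hits are not listed in these tables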
Wnt act – activates Wnt/beta-catenin signaling in a reporter cell assay; 300,000 compounds, 1.2% hits; activator, plate reader; activation, % at 9.35 µM; AID 743398; in the data active = activation above about 30%, passing the limit was not always enough; inconclusive = no clear call, values can overlap the other calls;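 also: 0% = neutral control wells and 100% = positive control wells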
HTR5A ag – HTR5A agonism, opioid heterodimer counter-screen | 340,000 compounds, 0.61% hits | HTR5A agonist assay, luminescence, cell-based | activation, % at 9.3 µM | P47898; in the data active = activation mostly above about 9.5%, no sharp cut-off; inactive = mostly below about 7.6%;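 also: 0% = cells with vehicle only and 100% = reference agonist; strong numbers were not always called active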
Target sequence (P47898 whole entry, looked up): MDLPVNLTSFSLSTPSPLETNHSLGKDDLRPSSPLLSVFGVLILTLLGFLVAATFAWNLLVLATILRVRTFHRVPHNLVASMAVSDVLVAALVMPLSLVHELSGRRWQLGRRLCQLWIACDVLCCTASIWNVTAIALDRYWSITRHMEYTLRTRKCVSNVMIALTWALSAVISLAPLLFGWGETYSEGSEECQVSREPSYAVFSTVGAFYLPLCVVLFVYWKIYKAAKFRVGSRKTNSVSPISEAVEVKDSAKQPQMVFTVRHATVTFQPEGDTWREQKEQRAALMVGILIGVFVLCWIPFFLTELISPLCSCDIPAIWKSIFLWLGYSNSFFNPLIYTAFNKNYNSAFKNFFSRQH
dFosB act – mouse delta FosB homodimer activation; P13346; purified delta FosB, TAMRA-CDK5 oligo fluorescence polarization; percent of positive-control signal above neutral wells; activation, % at 25 µM; 340,000 compounds, 0.99% hits; AID 493131;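 active = mean activation above about 17%, with every replicate also reaching it, limit read from the data, passing the limit was not always enough; inconclusive = only one of the two conditions met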;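 also: fluorescence polarization rise as delta FosB binds a TAMRA Cdk5 AP-1 oligo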
SR-BI HDL uptake – inhibitors of mouse SR-BI mediated HDL lipid uptake. Q61009. ldlA[mSR-BI] CHO cells, DiI-HDL uptake fluorescence, 3 h. inhibition, % at 12.5 µM. 320,000 compounds, 0.96% hits. AID 488896;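 active = mean replicate inhibition of at least 70% and a set share of replicates each scoring 70 or more; inconclusive = meets just one of the two criteria; inactive = fails both criteria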;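 also: 0% = median of neutral control wells and 100% = median of positive control wells; values of inactives mirror those of a sister screen read the other way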
Target sequence (Q61009 whole entry, looked up): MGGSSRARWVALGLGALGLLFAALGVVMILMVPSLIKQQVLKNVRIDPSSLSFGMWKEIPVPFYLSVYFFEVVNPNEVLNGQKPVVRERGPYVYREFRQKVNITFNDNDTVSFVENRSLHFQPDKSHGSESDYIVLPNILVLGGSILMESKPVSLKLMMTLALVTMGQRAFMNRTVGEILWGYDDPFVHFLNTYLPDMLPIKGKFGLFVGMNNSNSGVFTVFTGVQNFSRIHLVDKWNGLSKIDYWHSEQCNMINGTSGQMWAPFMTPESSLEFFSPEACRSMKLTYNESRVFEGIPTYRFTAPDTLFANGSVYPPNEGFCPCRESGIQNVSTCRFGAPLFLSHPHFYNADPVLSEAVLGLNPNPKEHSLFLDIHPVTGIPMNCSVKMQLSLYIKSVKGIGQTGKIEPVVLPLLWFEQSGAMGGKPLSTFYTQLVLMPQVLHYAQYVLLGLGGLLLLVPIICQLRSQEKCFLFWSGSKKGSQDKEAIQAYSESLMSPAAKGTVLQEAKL
Rtt109 HAT inh – blocks Candida albicans Rtt109/Vps75 acetyltransferase activity. Q5AAJ8. purified Rtt109/Vps75, ThioGlo CoA-SH fluorescence, 4 h. inhibition, % at 34.9 µM. 330,000 compounds, 0.16% hits. AID 540336;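 active = inhibition of at least 50% in every replicate; inconclusive = best replicate reaches 50% inhibition but some replicates fall short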
Numbers without * were called inactive; ? = inconclusive; · = no result given.

SMILES	cardiac RTF act	SR-BI DiI-HDL act	PvdQ inh	MITF act	CDK5 inh	Wnt act	HTR5A ag	dFosB act	SR-BI HDL uptake	Rtt109 HAT inh
COc1ccccc1NC(=S)NNC(=O)c1cc(C)nn1C	-1	18	-15	16	0.2	·	-5	-5	-18	1
O=C(COc1ccc(-c2ccccc2)cc1)NN=C1CCCC1	2	26	-10	8	-2.2	-2	2	-13	-26	0
O=C(CNC(=O)c1ccccc1Cl)Nc1ccncc1	1	-7	4	2	0.8	3	-2	-3	7	-3
CC(Oc1ccc(Cl)cc1Cl)C(=O)NCCCN1CCOCC1 (stereo not given)	0	6	-12	7	-1.5	0	-5	-11	-6	-4
O=C(CC(C(=O)N1CCc2ccccc21)n1ccnc1)NCC1CCCO1 (stereo not given)	-1	23	-10	-18	0.1	·	1	-6	-23	-3
CCN(C(=O)CN1CCCC(C)C1)c1c(N)n(Cc2ccccc2)c(=O)[nH]c1=O (stereo not given)	-9	25	4	5	-0.5	-4	-2	-6	-25	5
COc1ccc(C(=O)Nc2c(N)nc[nH]c2=O)cc1	4	11	-7	·	-0.2	-1	3	1	-11	-5
CCn1c(SCC(=O)Nc2ccc(OC)c(OC)c2)nnc1-c1c[nH]c2ccccc12	5	-28	-5	·	-0.9	1	4	-1	28	-5
COc1ccc(C2C(C(=O)c3ccc(C)o3)=C(O)C(=O)N2Cc2cccnc2)cc1 (stereo not given)	-3	4	-10	6	0.8	3	15*	7	-4	7
COc1ccc(-n2nc3c(c2NC(=O)C2CCCC2)CS(=O)C3)cc1 (stereo not given)	-1	18	-10	0	-2.4	1	4	4	-18	-21
CC(C)OC(=O)CC12CN(C)CC(CC(=O)OC(C)C)(CN(C)C1)C2=O	0	24	3	-7	-0.8	·	10	9	-24	18
Cc1ccc(C(=O)NNC(=O)C2CCN(Cc3ccc(Cl)c(Cl)c3)CC2)cc1	-4	-31	-2	-12	-0.5	·	-3	-2	31	-4
Cc1c(NC(=O)CSc2nnc3sc4ccccc4n23)c(=O)n(-c2ccccc2)n1C	3	4	4	-3	-1.0	·	-1	2	-4	-1
Cc1cc(N2O[C@]34C=C[C@]25C[C@@H](O)CC[C@]5(C)C3CC[C@]2(C)[C@@H]([C@H](C)/C=C/[C@H](C)C(C)C)CC[C@H]24)no1 (stereo not given in full)	-5	-3	-3	2	-0.4	-2	2	-2	3	10
C[C@H]1CN([C@@H](C)CO)C(=O)Cc2cc(NC(=O)C3CC3)ccc2O[C@H]1CN(C)Cc1ccc(C(=O)O)cc1	0	22	-10	2	-0.2	0	8	6	-22	-1
Cc1ccc(CNC(=O)CN2C(=O)NC(C)(c3ccc(Cl)cc3)C2=O)cc1 (stereo not given)	-5	-22	-7	4	-7.6	-1	1	-12	22	0
O=C1CCC(C(=O)Nc2ccc(OC(F)F)cc2)N1 (stereo not given)	9	-6	-14	·	0.3	-3	3	-4	6	-9
Cc1c[n+]([O-])cc(C)c1Oc1ccccc1	1	20	-11	0	-0.2	-2	9	2	-20	-1
CCOC(=O)C1CCN(C(=O)c2sc3nc(C)nc(N4CCC(C)CC4)c3c2C)CC1	-8	-50	-13	2	3.7	-8	-1	-13	50	11
O=C(NC(=S)Nc1ccc(S(=O)(=O)Nc2nccs2)cc1)c1ccccc1	1	-9	-10	-9	-0.2	0	3	-9	9	-7
COc1ccc(Br)cc1S(=O)(=O)Nc1ncccc1C	16	10	-8	3	-3.1	4	1	2	-10	2
CCOC(=O)N1CCN(C(=O)CS(=O)(=O)c2cn(Cc3ccccc3C)c3ccccc23)CC1	1	-26	-7	8	1.4	·	0	-6	26	-17
CSCCCNC(=O)c1ccccc1OC1CCN(S(C)(=O)=O)CC1	1	0	-1	4	2.4	0	2	3	0	0
CCN(CC)c1ccc(S(=O)(=O)N2CCOCC2)cc1NS(C)(=O)=O	·	13	-8	8	0.6	-1	·	-2	-13	4
Cc1csc(NC(=O)c2ccccc2)n1	-2	0	0	·	0.5	14	5	1	0	1
CCCNC(=O)CC1C(=O)N(Cc2ccccc2)C(C)c2nc3ccccc3n21 (stereo not given)	0	7	-11	11	0.7	-2	·	-5	-7	-6
O=C(Cn1c(=O)cnc2ccccc21)Nc1cccc(S(=O)(=O)N2CCCCC2)c1	-3	-8	-5	-3	-0.1	-3	-1	1	8	16
O=C(CCC(=O)N1CCOc2ccccc21)Nc1ccccc1Br	8	-7	-22	-11	-3.4	-1	9	0	7	1
CSc1ccccc1OCc1cc(C(=O)NCc2cccc(C)n2)no1	4	-6	-20	96*	0.5	26	-1	-4	6	0
COc1ccc(NC(=O)CSCC(=O)Nc2sccc2C#N)cc1	-8	7	11	-16	1.8	-2	1	-13	-7	0

9 of these compounds in another layout:
Values run as follows: cardiac RTF act	SR-BI DiI-HDL act	PvdQ inh	MITF act	CDK5 inh	Wnt act	HTR5A ag	dFosB act	SR-BI HDL uptake	Rtt109 HAT inh
O=C(NC(=S)Nc1ccc(S(=O)(=O)Nc2nccs2)cc1)c1ccccc1
  1	-9	-10	-9	-0.2	0	3	-9	9	-7
COc1ccc(Br)cc1S(=O)(=O)Nc1ncccc1C
  16	10	-8	3	-3.1	4	1	2	-10	2
CCOC(=O)N1CCN(C(=O)CS(=O)(=O)c2cn(Cc3ccccc3C)c3ccccc23)CC1
  1	-26	-7	8	1.4	·	0	-6	26	-17
CSCCCNC(=O)c1ccccc1OC1CCN(S(C)(=O)=O)CC1
  1	0	-1	4	2.4	0	2	3	0	0
CCN(CC)c1ccc(S(=O)(=O)N2CCOCC2)cc1NS(C)(=O)=O
  ·	13	-8	8	0.6	-1	·	-2	-13	4
Cc1csc(NC(=O)c2ccccc2)n1
  -2	0	0	·	0.5	14	5	1	0	1
CCCNC(=O)CC1C(=O)N(Cc2ccccc2)C(C)c2nc3ccccc3n21 (stereo not given)
  0	7	-11	11	0.7	-2	·	-5	-7	-6
O=C(Cn1c(=O)cnc2ccccc21)Nc1cccc(S(=O)(=O)N2CCCCC2)c1
  -3	-8	-5	-3	-0.1	-3	-1	1	8	16
O=C(CCC(=O)N1CCOc2ccccc21)Nc1ccccc1Br
  8	-7	-22	-11	-3.4	-1	9	0	7	1

(more compounds)
SMILES	cardiac RTF act	SR-BI DiI-HDL act	PvdQ inh	MITF act	CDK5 inh	Wnt act	HTR5A ag	dFosB act	SR-BI HDL uptake	Rtt109 HAT inh
O=C(O)CSCC(=O)Nc1ccccc1SCCS(=O)(=O)c1ccc(Cl)cc1	5	1	-8	-9	-3.2	1	5	4	-1	3
Fc1ccc(COc2ccc3ccccc3c2CNc2nn[nH]n2)cc1	5	-5	-21	-13	0.0	3	0	-1	5	2
CCCNC(=O)Nc1nc2ccccc2s1	-1	0	7	126*	2.6	?	4	-3	0	2
COc1cc(CCN2C(=O)c3cccc4cccc(c34)C2=O)c(S(=O)(=O)N2CCC(C)CC2)cc1OC	2	-25	-7	-6	-0.7	·	7	6	25	-7
O=C(c1ccc(-n2ccnc2)cc1)N1CCCC(CO)(Cc2cccc(Cl)c2)C1 (stereo not given)	-3	6	1	0	-0.9	-3	3	-7	-6	4
Nc1nc(SCc2ccccc2)c2ncn(C3CCCCC3)c2n1	-3	-1	-7	39	-2.8	9	1	-12	1	-4
CCn1c(SCC(=O)NC(=O)c2ccccc2OC)nc2ccccc21	1	·	-12	7	-1.1	-1	0	-11	-61	4
C=C(C)CNC(=O)CCc1nnc(Cc2cccc(C(F)(F)F)c2)o1	-5	12	-16	78	0.2	56*	-4	1	-12	·
O=C(c1ccc2c(c1)OCO2)C1CCCN(Cc2cc(F)ccc2-n2cccn2)C1 (stereo not given)	0	18	-13	1	-1.4	0	-3	-6	-18	-8
Cc1cc(C)n2c3c(c(C#N)c2n1)CC(C)(C)OC3	-5	15	8	·	0.4	0	-1	-5	-15	1
CCOC(=O)C1CCCN(C(=O)c2ccc(-c3ccccc3Cl)o2)C1 (stereo not given)	-2	-2	-2	80	-0.6	-3	3	-18	2	-5
CC(=C/c1ccccc1)/C=N/NC(=O)c1ccc2nc[nH]c2c1	4	18	8	13	0.6	·	1	-8	-18	-2
Fc1ccc(-c2nnc(SCc3cccnc3)o2)cc1	·	15	-6	44	1.4	·	·	0	-15	3
CC(C)c1ccc(NC(=S)NNc2ccc(Cl)c(C(=O)O)c2)cc1	-6	-1	0	6	-1.0	-2	-5	-3	1	4
CCCCNCc1cc(OC)c(OCC(N)=O)cc1Br	2	15	-11	·	1.9	-3	-2	1	-15	2
CCOc1ccccc1NC(=O)CC1NCCNC1=O (stereo not given)	11	9	-17	6	1.0	-4	0	1	-9	-4
CNC(=S)NNc1nc(-c2ccccc2)c2cc(Cl)ccc2n1	4	-20	1	-6	0.9	1	2	-6	20	1
O=S(=O)(c1ccccc1)c1nc(-c2ccco2)oc1NCCCN1CCOCC1	-1	·	-7	3	-0.3	-2	-1	-3	·	-2
Cc1cccc(Nc2nnc(SCC3CCCCO3)s2)c1C (stereo not given)	9	31	-14	25	2.0	0	3	-7	-31	-3
O=S(=O)(/N=C(/c1ccccc1Cl)N1CCOCC1)c1ccccc1	3	11	-18	-1	-0.2	-2	6	1	-11	·
O=C(c1cc(COc2cccc(C(F)(F)F)c2)on1)N1C[C@@H]2CCC[C@H]1C2	-1	3	-12	53	-1.2	13	-4	-13	-3	-18
CCc1ccc(C2NC(=S)NC3=C2C(=O)CCC3)cc1 (stereo not given)	-5	-48	-1	15	1.7	-2	4	3	48	-6
COc1ccc(OCc2cc(C(=O)N(C)Cc3nnc(C)o3)no2)c(Cl)c1	-1	-5	-11	34	1.2	24	2	-3	5	-7
Cc1ccc(S(=O)(=O)NCC(=O)N(c2ccccc2)C(C(=O)NCc2ccccc2)c2ccco2)cc1 (stereo not given)	3	0	3	-3	0.1	-1	0	-6	0	39
CC(C)NC(=O)COc1ccccc1C#N	5	2	-6	-4	-1.2	-1	-4	-1	-2	-10
Cc1csc(NC(=O)c2cccc(S(=O)(=O)N3CCCCC3)c2)n1	3	21	7	·	1.5	·	7	-7	-21	11
CC(=O)c1cnc(-c2ccccc2Cl)s1	-2	13	1	22	-1.3	1	3	-2	-13	3
